Tb PGK inh – blocks T. brucei phosphoglycerate kinase | Potency, µM (top dose mostly 57.5 µM), for inactives: at the top dose activity change, negative = inhibition, usual class: inhibitors | P07378 | 380,000 compounds, 0.043% hits | PGK/GAPDH coupled, Kinase-Glo luminescence, 60 min; note: potency is the fitted concentration of half-maximal effect; % is set by controls: 0 for no effect and ±100 for the full control effect; nearly all actives have a fitted effect of over 60% in size
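Luminescent ATP detection (Kinase-Glo Plus) follows a 60-minute room-temperature incubation, with wells lacking PGK as controls. Buffer: 100 mM TEA (pH 7.6), 5 mM MgCl2, 0.01% Tween-20. Coupling enzyme GAPDH (100 nM final) supplies unstable 1,3-BPG in-well.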
Pol iota inh – blocks human DNA polymerase iota activity; Potency, µM (series often up to 115 µM), for inactives: top-dose activity, negative = inhibition, most hits filed as inhibitors; Q9UNA4; Pol iota fluorescent replication assay, 10 min; 390,000 compounds, 1% hits; AID 588590; note: potency is the fitted concentration of half-maximal effect
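Pol iota at 10 nM preincubated 15 min with compounds at room temperature; reaction started with fluorescent substrate, 50 nM final. Fluorescence read kinetically at 0 and 10 min; buffer-only wells as negative control.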
POLB inh – blocks human DNA polymerase beta activity; P06746; Pol beta primer extension/strand displacement, fluorescence kinetic; Potency, µM (titrated, usually from 114 µM), for inactives: at the top dose activity change, negative = inhibition, hits mostly inhibitors; 340,000 compounds, 1.3% hits; note: potency is the fitted concentration of half-maximal effect; % is set by controls: 0 for no effect and ±100 for the full control effect
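Preincubation: enzyme (10 nM) with compound, 15 min, RT. Reaction: substrate added to 50 nM final. Reads: 0 and 10 min. Analysis: normalized, Hill fit.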
POLK inh – inhibitors of human DNA polymerase kappa. Q9UBT6. Potency, µM (doses to about 107 µM), for the others: at the top dose activity, negative = inhibition, most hits filed as inhibitors. purified Pol kappa, fluorescent DNA synthesis assay, 10 min. 400,000 compounds, 0.53% hits; note: potency is the fitted concentration of half-maximal effect; % is set by controls: 0 for no effect and ±100 for the full control effect
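Fluorescent qHTS in 1536-well format: enzyme (10 nM) and compound sat 15 min at room temperature before 50 nM substrate (final) was added. Signal taken at 0 and 10 min; no-enzyme buffer wells were negative controls.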
APE1 inh – inhibitors of human APE1 endonuclease. recombinant APE1, TAMRA/BHQ-2 abasic DNA cleavage fluorescence. AID 2517. P27695. Potency, µM (highest dose often 65.8 µM), for inactives: at the top dose activity change, negative = inhibition, actives largely listed as inhibitors. 350,000 compounds, 0.35% hits;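 note: potency is the fitted concentration of half-maximal effect; plate controls were vehicle for no effect and reference inhibitor for full effect; nearly all actives have a fitted effect of over 55% in size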
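Step 1: APE1 (0.75 nM) with compound, 15 min RT. Step 2: add 50 nM fluorophore/quencher THF duplex. Step 3: three fluorescence reads 60 s apart (525/598 nm); read 3 minus read 1 = reaction progress.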
POLH inh – blocks human DNA polymerase eta activity. Q9Y253. recombinant Pol eta, fluorescent DNA replication assay. Potency, µM (series often up to 114 µM), for inactives: top-dose activity change, negative = inhibition, usual class: inhibitors. 390,000 compounds, 1.2% hits; note: potency is the fitted concentration of half-maximal effect; % is set by controls: 0 for no effect and ±100 for the full control effect
Target sequence (Q9Y253 whole entry, looked up): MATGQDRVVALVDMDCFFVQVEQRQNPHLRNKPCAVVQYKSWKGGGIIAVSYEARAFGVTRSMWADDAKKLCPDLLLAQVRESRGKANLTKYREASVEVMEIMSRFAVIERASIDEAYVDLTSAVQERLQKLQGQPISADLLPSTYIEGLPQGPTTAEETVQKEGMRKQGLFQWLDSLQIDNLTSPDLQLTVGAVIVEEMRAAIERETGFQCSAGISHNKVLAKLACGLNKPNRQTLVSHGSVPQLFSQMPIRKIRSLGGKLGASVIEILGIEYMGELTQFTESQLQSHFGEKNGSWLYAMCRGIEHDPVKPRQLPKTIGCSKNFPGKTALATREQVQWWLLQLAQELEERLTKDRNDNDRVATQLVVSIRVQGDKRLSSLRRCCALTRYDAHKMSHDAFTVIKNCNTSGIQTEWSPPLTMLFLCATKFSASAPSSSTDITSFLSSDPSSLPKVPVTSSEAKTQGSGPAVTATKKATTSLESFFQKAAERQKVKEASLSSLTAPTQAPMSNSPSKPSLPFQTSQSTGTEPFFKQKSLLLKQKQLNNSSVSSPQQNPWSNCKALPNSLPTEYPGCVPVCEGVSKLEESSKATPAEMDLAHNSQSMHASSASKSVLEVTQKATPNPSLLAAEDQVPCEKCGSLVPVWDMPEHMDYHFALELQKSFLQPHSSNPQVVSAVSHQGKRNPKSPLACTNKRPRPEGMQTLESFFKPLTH
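Pol eta (10 nM) was preincubated with compounds for 15 min at room temperature, after which fluorescent replication substrate (50 nM final) was added to start the reaction. Fluorescence was read kinetically at 0 and 10 min.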
RXFP1 antag – blocks the human relaxin receptor RXFP1; 350,000 compounds, 0.59% hits; activity change, negative = inhibition, % at 57.5 µM; HEK293-RXFP1, relaxin-stimulated cAMP HTRF, 30 min; hits give low values; Q9HBX9;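 active = activity change of -60% or lower, but not beyond a set lower limit; inconclusive = change between -60% and -40%, or beyond the set limit; inactive = change above -40%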; note: % is set by controls: 0 for no effect and ±100 for the full control effect
Anesthetic bind – binds horse apoferritin like a general anesthetic | P02791 | apoferritin/1-aminoanthracene competitive binding, fluorescence | Potency, µM (doses to about 77.5 µM), inactives show at the top dose activity change, negative = displacement, most hits filed as inhibitors | 350,000 compounds, 0.074% hits; note: potency is the fitted concentration of half-maximal effect; % is set by controls: 0 for no effect and ±100 for the full control effect; nearly all actives have a fitted effect of over 20% in size
Target sequence (P02791 2-175 limits assumed): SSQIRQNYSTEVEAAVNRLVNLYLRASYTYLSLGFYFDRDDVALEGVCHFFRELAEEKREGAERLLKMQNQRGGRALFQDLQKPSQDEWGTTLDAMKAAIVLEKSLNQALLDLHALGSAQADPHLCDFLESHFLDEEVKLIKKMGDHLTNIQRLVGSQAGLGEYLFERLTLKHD
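Horse-spleen apoferritin (10 uM) was mixed with 50% saturated 1-aminoanthracene in PBS, exposed to compounds for 10 min at room temperature, and read for fluorescence (ex 380 nm, em 535 nm). Competitive displacement was fitted with a four-parameter Hill equation.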
BLM inh – inhibitors of human Bloom syndrome helicase BLM. Potency, µM (highest dose often 56.1 µM), without a hit: at the top dose activity change, negative = inhibition, most hits filed as inhibitors. recombinant BLM DNA unwinding, fluorescence dequenching. 350,000 compounds, 0.2% hits. AID 2528. P54132;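 note: potency is the fitted concentration of half-maximal effect; plate controls were vehicle for no effect and no enzyme for full effect; nearly all actives have a fitted effect of over 35% in size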
* hit, by the source's call; i = inactive; ? = inconclusive; nt = not tested or not shown; [ ] = remark or other dose. Unless noted, calls come from the whole dose curve; as a rule, active = well fitted curve in the direction sought with a large enough effect; inconclusive = small, poorly fitted or top-dose-only effect, or another doubt; inactive = no such curve, though single readings can be large; an effect the other way counts as inactive or inconclusive.

(1) N#Cc1ccc(OCc2ccc(C(=O)O)o2)cc1
(2) Nc1nc(SCC(=O)N2CCCc3ccccc32)[nH]c(=O)c1-c1ccccc1
(3) CN(CC(=O)Nc1ccc(F)cc1)CC(=O)N1CCCCC1
(4) O=C(COC(=O)/C=C/c1ccco1)Nc1cc(S(=O)(=O)N2CCOCC2)ccc1Cl
(5) CCn1ncc(Br)c1C(=O)Nc1sc2c(c1C(=O)OC)CCC2
(6) Cn1nc(C(=O)Nc2sccc2C(N)=O)ccc1=O
(7) O=C(CSCc1ccc(Cl)cc1)NN=C1CCCCCC1
(8) O=C(O)C1CCC(CNS(=O)(=O)c2ccccc2)CC1 (stereo not given)
(9) O=S(=O)(Nc1ccc(OC(F)(F)F)cc1)c1ccc(N2CCCCS2(=O)=O)cc1
(10) COc1ccc(C(=O)N/C(=C/c2cccnc2)C(=O)Nc2cccc(C(C)=O)c2)cc1OC
entry no. | 1 | 2 | 3 | 4 | 5 | 6 | 7 | 8 | 9 | 10
Tb PGK inh | -2% | -4% | -8% | ? | 2% | -7% | -3% | -3% | i | 7%
Pol iota inh | 8% | 25% | -17% | 50µM* | 2% | 8% | -3% | -28% | 2% | 111%[activator]
POLB inh | -10% | 1% | nt | nt | nt | 0% | 18% | 17% | 1% | 3%
POLK inh | -9% | 5% | -2% | ? | -1%[60.1 µM] | -20% | -1% | 3% | -13%[60.1 µM] | 3%
APE1 inh | 37% | 4% | 55%[activator] | ? | nt | -5% | 1% | -7% | nt | 80%[activator]
POLH inh | -13% | -5% | -5% | ? | -7% | ? | -9% | -14% | 0% | -9%
RXFP1 antag | -11 | -12 | -8 | 7 | 7 | 0 | -3 | 9 | -19 | -4
Anesthetic bind | 5% | -11% | nt | nt | nt | -14% | -4% | -12% | -8% | -7%
BLM inh | -4% | -4% | nt | nt | nt | -8% | 0% | -4% | -5% | -3%

(11) CCN1CCN(C(=O)c2ccc(Sc3ccccc3Cl)c([N+](=O)[O-])c2)CC1
(12) COc1ccc(N2CC(C(=O)N[C@H](C(=O)NC3CCCCC3)C(C)C)CC2=O)cc1 (stereo not given in full)
(13) CN(C)C(=O)N1CCCC(C(=O)NCCc2ccccc2)C1 (stereo not given)
(14) COc1ccc(S(=O)(=O)N2CCC(C(=O)N[C@H](C(=O)NCc3ccco3)C(C)C)CC2)cc1
(15) CC(=O)c1cccc(NC(=O)C2CCCN(C(=O)c3cnn(-c4ccccc4)c3-n3cccc3)C2)c1 (stereo not given)
(16) Cc1cc(C)nc(N2CCN(c3nnnn3-c3ccccc3)CC2)n1
(17) Cc1cc2oc(=O)cc(CSc3nnc(-c4cccs4)o3)c2cc1C(C)C
(18) Cc1cc(-c2n[nH]c(=S)n2/N=C/C=C/c2ccco2)n[nH]1
(19) CC(C)NC(=S)N1CCN(c2ncccn2)CC1
(20) CCCCn1c(N)c(N(CCOC)C(=O)c2cc(CC)c(C)s2)c(=O)[nH]c1=O
entry no. | 11 | 12 | 13 | 14 | 15 | 16 | 17 | 18 | 19 | 20
Tb PGK inh | -3% | -5% | -8% | -5% | -11% | -3% | -3% | 1% | -2% | 7%
Pol iota inh | 28% | ? | ? | ? | -8% | 11% | 93%[activator] | 18µM* | 9% | 28%
POLB inh | -6% | 88% | 21% | 12% | 11% | ? | 8% | 40µM* | 26% | nt
POLK inh | -1% | 0% | 4% | -14% | -12% | -16% | -15% | 89µM* | 3% | -3%
APE1 inh | 2% | 27% | -8% | -16% | nt | -7% | 4% | ? | 21% | -1%
POLH inh | -12% | -17% | -3% | 4% | -18% | -6% | -8% | 45µM* | -15% | -10%
RXFP1 antag | -5 | -5 | -16 | 22 | nt | -2 | 3 | -17 | -15 | -7
Anesthetic bind | -11% | 0% | -2% | 7% | -21% | -1% | ? | -11% | -1% | nt
BLM inh | 3% | -2% | 3% | -3% | -1% | -1% | -8% | -15% | 5% | nt

(21) O=C(NNC(=O)C1CCN(Cc2ccccc2)CC1)c1cccs1
(22) c1ccc(-c2nnc(SCc3nc4ccccc4[nH]3)n2Cc2ccco2)cc1
(23) O=C(c1ccc(S(=O)(=O)Nc2ccccc2)cc1)N1CCCC(C(F)(F)F)C1 (stereo not given)
(24) Cc1nn2c(=O)cc(COC(=O)c3ccc(NC(=O)C4CCCCC4)cc3)nc2s1
(25) Cc1onc(-c2ccccc2)c1C(=O)N1CCC(C)CC1
(26) CCN(CC(=O)Nc1cc(Cl)ccc1OC)CC(=O)NC1CCS(=O)(=O)C1 (stereo not given)
entry no. | 21 | 22 | 23 | 24 | 25 | 26
Tb PGK inh | 4% | -4% | 1% | -1% | 0% | -2%
Pol iota inh | 90%[activator] | 13% | -7% | 13% | 25% | 35%[activator]
POLB inh | 2% | 20% | -3% | 14% | 36% | 1%
POLK inh | -3% | -10% | -7% | 0%[60.1 µM] | 10% | 6%
APE1 inh | 1% | 4% | 20% | nt | -1% | -6%
POLH inh | -3% | 3% | -7% | ? | -11% | -10%
RXFP1 antag | -9 | -5 | -4 | -18 | -11 | 1
Anesthetic bind | 7% | -9% | ? | -7% | -4% | -2%
BLM inh | -1% | -1% | -1% | -7% | 1% | -4%

Some of these compounds in order of molecular weight, largest number first:
(15) CC(=O)c1cccc(NC(=O)C2CCCN(C(=O)c3cnn(-c4ccccc4)c3-n3cccc3)C2)c1 (stereo not given)
(14) COc1ccc(S(=O)(=O)N2CCC(C(=O)N[C@H](C(=O)NCc3ccco3)C(C)C)CC2)cc1
(24) Cc1nn2c(=O)cc(COC(=O)c3ccc(NC(=O)C4CCCCC4)cc3)nc2s1
(26) CCN(CC(=O)Nc1cc(Cl)ccc1OC)CC(=O)NC1CCS(=O)(=O)C1 (stereo not given)
(23) O=C(c1ccc(S(=O)(=O)Nc2ccccc2)cc1)N1CCCC(C(F)(F)F)C1 (stereo not given)
(17) Cc1cc2oc(=O)cc(CSc3nnc(-c4cccs4)o3)c2cc1C(C)C
(21) O=C(NNC(=O)C1CCN(Cc2ccccc2)CC1)c1cccs1
(16) Cc1cc(C)nc(N2CCN(c3nnnn3-c3ccccc3)CC2)n1
(13) CN(C)C(=O)N1CCCC(C(=O)NCCc2ccccc2)C1 (stereo not given)
(25) Cc1onc(-c2ccccc2)c1C(=O)N1CCC(C)CC1
(19) CC(C)NC(=S)N1CCN(c2ncccn2)CC1
entry no. | 15 | 14 | 24 | 26 | 23 | 17 | 21 | 16 | 13 | 25 | 19
Tb PGK inh | -11% | -5% | -1% | -2% | 1% | -3% | 4% | -3% | -8% | 0% | -2%
Pol iota inh | -8% | ? | 13% | 35%[activator] | -7% | 93%[activator] | 90%[activator] | 11% | ? | 25% | 9%
POLB inh | 11% | 12% | 14% | 1% | -3% | 8% | 2% | ? | 21% | 36% | 26%
POLK inh | -12% | -14% | 0%[60.1 µM] | 6% | -7% | -15% | -3% | -16% | 4% | 10% | 3%
APE1 inh | nt | -16% | nt | -6% | 20% | 4% | 1% | -7% | -8% | -1% | 21%
POLH inh | -18% | 4% | ? | -10% | -7% | -8% | -3% | -6% | -3% | -11% | -15%
RXFP1 antag | nt | 22 | -18 | 1 | -4 | 3 | -9 | -2 | -16 | -11 | -15
Anesthetic bind | -21% | 7% | -7% | -2% | ? | ? | 7% | -1% | -2% | -4% | -1%
BLM inh | -1% | -3% | -7% | -4% | -1% | -8% | -1% | -1% | 3% | 1% | 5%

Bioassay records as filed in PubChem.

Only part of the results is shown; rates above refer to the full screens.
